SENP1 inh = human SENP1 catalytic domain inhibitors, primary screen, biochemical, FRET, uHTS. recombinant SENP1 catalytic domain, CyPet-SUMO1-YPet FRET cleavage. inhibition, % at 10 µM. 0.21% of 360,000 active. AID 624204, 2012;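 active = inhibition at least 30% at 10 µM, raw YFP signal under a set limit, fluorescence ratio 0.5 to 1.5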;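 note: 0% = enzyme with DMSO and 100% = no enzyme wells; some results filed as inactive read as strong as hits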
Target sequence (Q9P0U3 419-644 limits assumed): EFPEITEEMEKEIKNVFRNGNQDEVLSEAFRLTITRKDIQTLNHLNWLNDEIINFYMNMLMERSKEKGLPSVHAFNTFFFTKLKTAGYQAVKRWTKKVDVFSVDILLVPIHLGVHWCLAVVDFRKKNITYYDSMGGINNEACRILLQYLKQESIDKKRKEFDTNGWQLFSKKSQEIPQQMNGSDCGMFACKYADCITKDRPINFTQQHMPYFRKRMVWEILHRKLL
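Controls: no-enzyme wells low, DMSO-plus-enzyme wells high control. Test system: human recombinant His6-tagged SENP1 catalytic domain enzyme. Reagent: SFCypet-SUMO1-SFYpet FRET protein substrate, 25 nM final. Doses: one dose per compound, 10 µM, 0.5% DMSO. Detection: FRET, CFP and YFP emission. Timing: 50 min reaction at room temperature.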
SENP8 block-1 = human SENP8 protease inhibitors, primary screen, biochemical, fluorescence, Nedd8 protein substrate, uHTS; inhibition, % at 20 µM; 0.64% of 360,000 active; AID 602440, 2012; Sentrin-specific protease 8 (Homo sapiens), Q96LD8; recombinant SENP8; in the data active = inhibition mostly above about 40%, no sharp cut-off; inactive = mostly below about 27%
Target sequence (Q96LD8 whole entry, looked up): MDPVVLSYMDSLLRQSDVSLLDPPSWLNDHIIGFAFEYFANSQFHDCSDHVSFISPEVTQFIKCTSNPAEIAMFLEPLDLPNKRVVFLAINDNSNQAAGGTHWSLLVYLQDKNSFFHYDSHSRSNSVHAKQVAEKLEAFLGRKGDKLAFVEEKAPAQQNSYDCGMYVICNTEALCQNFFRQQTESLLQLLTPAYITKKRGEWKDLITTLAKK
Apaf1 inhib = inhibitors of human Apaf-1 apoptosome, primary screen, biochemical, DEVD-Rh110 fluorescence, uHTS | Apoptotic protease-activating factor 1 (Homo sapiens), O14727 | reconstituted apoptosome caspase-3 activity | 0.71% of 330,000 active | inhibition, % at 20 µM; active = inhibition of at least 40% at 20 µM;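 note: plate controls were DMSO wells for no effect and DEVD-CHO caspase inhibitor wells for full effect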
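Assay system: Apoptosome proteins | Medium: pH 7.5 Hepes buffer with CHAPS, BSA, DTT | Also added: Cytochrome c and DEVD-Rh110 substrate | Times: 30 min plus 50 min, RT | Detection: Rhodamine 110 fluorescence at Ex 480/Em 540 nm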
SENP8 block-2 = SENP8 protease inhibitors, primary screen, biochemical, luminescence; inhibition, % at 10 µM; Sentrin-specific protease 8 (Homo sapiens), Q96LD8; 1.2% of 330,000 active; AID 2540, 2010; purified SENP8, Z-RLRGG-aminoluciferin cleavage; in the data active = inhibition above about 50%
SENP6 block = SENP6 protease inhibitors, primary screen, biochemical, luminescence, uHTS; Recombinant SENP6 catalytic domain, aminoluciferin luminescence; Sentrin-specific protease 6 (Homo sapiens), Q9GZR1; 1.8% of 330,000 active; inhibition, % at 10 µM; AID 2599, 2010;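 active = inhibition above about 50% at the single tested dose, limit read from the data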;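 note: plate controls were DMSO wells with enzyme for no effect and DMSO wells lacking enzyme for full effect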
APOBEC3G inh = APOBEC3G DNA deaminase inhibitors, primary screen, biochemical, fluorescence, single-stranded DNA substrate, uHTS. DNA dC->dU-editing enzyme APOBEC-3G (Homo sapiens), Q9HC16. AID 493012, 2011. 0.28% of 330,000 active. recombinant A3G, ssDNA deamination FAM/TAMRA fluorescence. inhibition, % at 20 µM;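 active = inhibition of at least 40% at 20 µM, with no more than 30% in the related APOBEC3A deaminase screen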;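 note: plate controls were DMSO wells with A3G for no effect and wells lacking A3G enzyme for full effect; some compounds called inactive have numbers as strong as hits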
Target sequence (Q9HC16 whole entry, looked up): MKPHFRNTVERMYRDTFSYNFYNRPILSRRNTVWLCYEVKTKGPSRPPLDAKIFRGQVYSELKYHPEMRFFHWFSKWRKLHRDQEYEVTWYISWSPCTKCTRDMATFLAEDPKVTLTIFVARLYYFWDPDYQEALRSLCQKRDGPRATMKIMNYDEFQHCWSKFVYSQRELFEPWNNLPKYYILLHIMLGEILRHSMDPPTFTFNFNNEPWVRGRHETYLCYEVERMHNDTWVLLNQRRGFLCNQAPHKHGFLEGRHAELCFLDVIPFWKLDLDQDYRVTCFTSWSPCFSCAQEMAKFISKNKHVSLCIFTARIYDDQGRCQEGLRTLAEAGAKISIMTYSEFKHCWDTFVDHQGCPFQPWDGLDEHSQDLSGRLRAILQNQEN
SENP7 block = SENP7 protease inhibitors, primary screen, biochemical, luminescence, uHTS; 1.5% of 330,000 active; AID 434973, 2010; inhibition, % at 5 µM; recombinant SENP7, Z-RLRGG-aminoluciferin luminescence, 40 min;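 active = inhibition above about 50% at the single test dose, limit read from the data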;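 note: plate controls were DMSO with enzyme for no effect and no enzyme buffer wells for full effect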
UBC13 polyUb = UBC13 polyubiquitin chain formation inhibitors, primary screen, biochemical, TR-FRET, uHTS. Ubiquitin-conjugating enzyme E2 N (Homo sapiens), P61088. inhibition, % at 20 µM. 0.47% of 330,000 active. AID 485273, 2010; in the data active = inhibition above about 45%, passing the limit was not always enough
Target sequence (P61088 whole entry, looked up): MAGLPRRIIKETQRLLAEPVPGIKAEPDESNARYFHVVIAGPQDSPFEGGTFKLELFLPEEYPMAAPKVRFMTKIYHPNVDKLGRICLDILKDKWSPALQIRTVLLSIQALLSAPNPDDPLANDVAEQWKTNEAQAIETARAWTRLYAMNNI
Starred values were filed as active, the others as inactive.

compound	SENP1 inh	SENP8 block-1	Apaf1 inhib	SENP8 block-2	SENP6 block	APOBEC3G inh	SENP7 block	UBC13 polyUb
COC(=O)Oc1ccc(/C=N/NC(=O)CSCc2ccc(Cl)cc2)cc1OC	2	18	7	0	-10	3	6	1
Cc1nc(C(F)(F)F)ccc1C(=O)N1CCCCC1	1	-1	-5	-3	-25	-7	-6	1
COCCCNCCCCOc1cccc(Br)c1	3	11	-5	1	6	-7	-1	4
O=C(c1ccco1)N1CCN(CCOCCOc2cccc3ccccc23)CC1	3	14	2	-5	-7	0	-11	29
CCOC(=O)CSc1nc(COc2ccccc2)nc2ccccc12	-1	13	15	-4	-5	0	5	12
CCN(CC)S(=O)(=O)c1ccc(-c2nnc(SCC(N)=O)n2CC)cc1	2	5	3	-11	-13	-10	-4	0
CCOC(=O)c1c(NC(=O)CN2CCCc3ccccc32)sc(C)c1C	-12	-1	4	5	-7	-7	8	0
Cc1ccc(CNC(=O)Cn2cncn2)cc1	0	16	-12	-4	3	-5	6	8
Cc1sc2nc(SCC(=O)NCc3ccco3)n(Cc3ccccc3)c(=O)c2c1C	0	20	19	0	-1	-1	7	-4
COC(=O)c1ccc(CSc2nc3sc(C)c(C)c3c(=O)[nH]2)cc1	1	8	-18	4	-5	-9	0	-5
COC(=O)c1c(N2C(=O)CC(Sc3ncccc3C(=O)O)C2=O)sc(C)c1C (stereo unspecified)	0	22	-15	-3	-10	-2	-2	12
Cc1cccc(CC(=O)OCn2nnc3ccccc3c2=O)c1	2	11	5	-5	-10	-2	-1	4
O=S(=O)(Nc1ccc(O)c2ccccc12)c1cccs1	1	20	52*	30	63*	-10	19	-14
NS(=O)(=O)c1ccc2nc(-c3ccccc3)c(-c3ccccc3)nc2c1	1	-163	12	9	-19	-3	1	0
O=C(c1ccc(S(=O)(=O)NCc2ccco2)cc1)N1CCN(c2ccc(F)cc2)CC1	-1	20	8	0	-3	-7	7	-8
O=C(NCCc1ccccc1)c1ccc2[nH]c(=O)c(=O)[nH]c2c1	-2	-371	-4	12	0	-6	-1	2
OC(COc1ccc(F)cc1)CN1CCN(CC(O)COc2ccc(F)cc2)CC1 (stereo unspecified)	2	13	6	1	-2	-2	6	7
NS(=O)(=O)c1ccc(NC(=O)COc2ncnc3c2cnn3-c2ccccc2)cc1	-5	-9	-15	-2	9	1	9	-3
COc1ccc(S(=O)(=O)N2CCOCC2)cc1NC(=O)Cc1sc(C)nc1-c1ccc(F)cc1	0	21	4	-6	-10	-9	-1	1
CCc1ccc(OCC(=O)N(Cc2cccs2)C2CCS(=O)(=O)C2)cc1 (stereo unspecified)	3	6	4	-1	6	3	11	4
O=C(O)COc1ccc(/C=C/c2nc3ccc([N+](=O)[O-])cc3s2)cc1	-35	-251	-12	1	3	-5	1	-4
COc1ccc(/C=N\NC(=O)c2cc(O)c(O)c(O)c2)cc1COc1ccc(C(=O)OCC(C)C)cc1	-3	18	26	-6	3	-2	3	-31
COc1ccccc1-c1c(C#N)c(N)nc2c1CCc1ccccc1-2	-26	-394	96*	78*	96*	-8	78*	-22
COc1ccc(-c2nnc(SCC(=O)NC3CCCCC3)o2)cc1OC	1	3	9	-5	-4	5	5	10
CN(C)c1cccc(C(=O)OCC(=O)Nc2ccccc2-c2ccccc2)c1	0	-153	11	12	-6	-5	-2	16
O=C(NC(C1CC1)C1CC1)C1CCC(=O)N(CCCN2CCCC2=O)C1 (stereo unspecified)	-1	4	-8	-1	1	0	-2	-6
Cc1ccc(C(CC(=O)O)NC(=O)CCNC(=O)c2ccco2)cc1 (stereo unspecified)	3	2	7	-3	8	9	8	-6
CC(=O)c1ccc(OCCNS(=O)(=O)c2ccc(-n3cnnn3)cc2)cc1	3	12	1	1	9	-6	2	5
CC(Sc1nc(-c2ccccc2)cc(C(F)(F)F)n1)C(=O)O (stereo unspecified)	1	10	6	-6	-11	-9	-7	4
O=C(O)C1CCC(CNCc2ccncc2)CC1 (stereo unspecified)	3	12	5	6	15	-13	-1	-8

Full records as entered above:
`CCOC(=O)CSc1nc(COc2ccccc2)nc2ccccc12` as listed: SENP1 inh: -1; SENP8 block-1: 13; Apaf1 inhib: 15; SENP8 block-2: -4; SENP6 block: -5; APOBEC3G inh: 0; SENP7 block: 5; UBC13 polyUb: 12
`CCOC(=O)c1c(NC(=O)CN2CCCc3ccccc32)sc(C)c1C` as listed: SENP1 inh: -12; SENP8 block-1: -1; Apaf1 inhib: 4; SENP8 block-2: 5; SENP6 block: -7; APOBEC3G inh: -7; SENP7 block: 8; UBC13 polyUb: 0

Later entries:
compound	SENP1 inh	SENP8 block-1	Apaf1 inhib	SENP8 block-2	SENP6 block	APOBEC3G inh	SENP7 block	UBC13 polyUb
Nc1c(C(=O)N2CCOCC2)sc(=S)n1-c1ccccc1	1	17	0	9	2	52*	1	4
CCOC(=O)CNC(=O)N1CCc2ccc(NC(=O)c3ccccc3OC)cc2C1	2	12	-4	1	16	-6	-3	1
O=C(O)c1ccc(OCCCCCCOC2CCCCO2)cc1 (stereo unspecified)	1	13	-3	-6	-13	-8	3	8
O=C(Cn1cnc2c(cnn2-c2ccc(Cl)cc2)c1=O)N1CCN(c2ccccc2)CC1	0	9	1	-6	-8	-7	5	5
O=C(COC(=O)[C@H](Cc1ccccc1)NC(=O)c1ccco1)Nc1ccccc1	2	1	-5	2	11	-3	10	-2
CN1CCN(/C=N/c2sc3c(c2C#N)CCCCC3)CC1	-13	4	-1	2	8	-2	-4	14
O=C1/C(=C\c2ccc3ccccc3c2)CCCc2ccccc21	-1	19	19	22	-15	0	31	4
COc1cccc(N2CCN(C(=S)Nc3ccccc3)CC2)c1	-1	18	3	1	22	-2	-5	-4
C=CCOC(=O)C1CC=CCC1C(=O)Oc1ccc(F)cc1F (stereo unspecified)	2	13	-2	4	-5	-5	-10	-4
O=C(COC(=O)CC(NC(=O)c1ccccc1Cl)c1ccccc1)Nc1cccc(F)c1 (stereo unspecified)	1	7	13	1	-6	2	10	1
CC1CCN(S(=O)(=O)c2ccccc2[N+](=O)[O-])CC1	2	17	-5	-5	-3	-3	2	-2
COc1ccc(NC(=O)C2Cc3ccccc3CN2C(=O)c2ccco2)cc1 (stereo unspecified)	-9	2	7	-10	-5	-7	-13	-3
CC(C)(C)OC(=O)N1CCC(NC(=O)c2ncn(Cc3ccccc3)c2C(=O)NC2CCN(C(=O)OC(C)(C)C)CC2)CC1	1	13	26	-12	-3	-8	-6	-13
O=C1CCCC2=C1C(c1ccc3c(c1)OCO3)c1c([nH]n(-c3ccccc3)c1=O)N2 (stereo unspecified)	-2	33	5	-8	-7	-5	-13	-16
COc1ccc(CCC(=O)NNC(=O)Nc2ccc(C(C)C)cc2)cc1	1	3	2	-4	9	-3	-9	1
COc1ccc(CC(=O)Nc2cccc3ncccc23)cc1OC	-25	-10	-22	10	21	-9	-1	-1
c1ccc2c(C[C@@H]3CNCCN3CC3CCCCC3)cccc2c1	-9	11	44*	-9	-17	-3	-1	60*
O=C(NC1CCCC1)c1ccc2c(c1)N(Cc1ccc(F)cc1)CCS2	-1	-287	23	0	2	3	3	24
CCOc1ccc(CCNC(=O)c2cc(=O)[nH]c3ccc(S(=O)(=O)N(CC)CC)cc23)cc1OCC	-2	-26	15	-8	-3	-4	-10	1
COc1ccc(NC(=O)COC(C)=O)cc1OC	0	26	-9	12	3	-7	7	-3
O=C(COc1ncnc2scc(-c3ccccc3)c12)NC1CCCc2ccccc21 (stereo unspecified)	2	4	18	-1	-12	-1	5	-2
Cc1ccccc1-c1nnc(-c2ccccc2C)o1	0	1	-1	58*	77*	-3	85*	-11
COc1ccc(C(=O)C(CN2CCOCC2)c2ccccc2)cc1 (stereo unspecified)	1	6	-6	-1	-20	-3	13	-3
Cc1ccc(S(=O)(=O)n2nc(-n3c(C)ccc3C)c3c(F)cccc32)c2ccccc12	0	3	4	2	-28	-6	-3	-6
CCOC(=O)c1nn(-c2cccc(Cl)c2)c2nc(Nc3ccccc3)cc(=O)n12	-5	-10	17	-2	-13	-10	6	19
COc1ccccc1-c1coc2c(CN3CCCC(C)C3)c(O)ccc2c1=O (stereo unspecified)	0	-287	-1	-3	-14	-5	3	14
O=C(NC1CCCCC1)c1cc(S(=O)(=O)N2CCN(c3ccccc3)CC2)ccc1Cl	3	8	19	7	-6	2	4	-4
COc1ccc(NS(=O)(=O)c2ccc(N3CCOCC3)c(NC(=O)c3cccc(F)c3)c2)cc1	3	10	3	10	4	-9	-3	-6
CCc1ccc(C(=O)CSc2n[nH]c(C)n2)cc1	-2	4	-8	0	0	-8	0	-2
CCC1CN(C)C2Cc3c([nH]c4ccccc34)C(=O)CC1C2C(=O)OC (stereo unspecified)	-7	-65	5	-2	1	1	-11	-3
Cc1cccc(NC(=O)c2ccc(Cn3cc(C(F)(F)F)ccc3=O)cc2)c1	0	5	6	-10	-5	-6	-5	-21
Cc1ccc(OC(=O)c2ccc(Cl)c([N+](=O)[O-])c2)cn1	2	4	0	-6	-21	-5	2	2
CN(c1cccc(NC(=O)c2ccc(Cl)c(S(=O)(=O)Nc3ccccc3)c2)c1)S(C)(=O)=O	2	3	-8	-1	-3	-5	3	17
CNC(=O)c1ccc(Nc2nnc(-c3ccc(O)cc3)c3ccccc23)cc1	-7	-438	12	-9	3	-7	-11	-6
CC(C)[C@H](NC(=O)c1ccccc1Cl)C(=O)OCC(=O)NCc1ccc2c(c1)OCO2	1	16	0	2	4	-8	7	15
Cc1ccc(S(=O)(=O)Nc2ccc(-c3nnc(SCc4ccccc4Cl)o3)cc2)cc1	2	7	6	-7	-1	-11	1	-10
CS(=O)(=O)c1ccc(C(=O)NCc2ccccc2F)cc1	3	20	-3	-9	-9	-3	-3	-2
Cc1cc(C(=O)Nc2nnc(C3CCCCC3)s2)no1	0	13	0	1	12	-1	8	8
O=C(/C=C/c1ccccc1[N+](=O)[O-])N1CCN(c2ccc(F)cc2)CC1	1	5	-11	-7	-6	-8	-4	3
CCCCNCc1nc2ccccc2c(=O)[nH]1	-1	-5	0	2	-7	-9	0	9
CCOC(=O)C(C)(C)Sc1nc2c(cnn2-c2ccc(C)cc2)c(=O)[nH]1	2	14	27	-3	7	-3	-1	-1
O=C(NC(Cc1ccccc1)C(=O)N1CCCCCC1)c1ccccc1 (stereo unspecified)	-1	7	20	3	-4	8	3	-1
c1coc(-c2ncc[nH]2)c1	0	13	-12	-1	-18	-1	4	-9
O=C(CSc1nncs1)NC(=O)NC1CCCC1	2	3	-3	-3	8	-9	5	2
S=C(Cc1ccc(-c2ccccc2)cc1)N1CCOCC1	0	-1	8	-3	-16	-11	-1	-2

Copied from the list.
`Cc1cccc(NC(=O)c2ccc(Cn3cc(C(F)(F)F)ccc3=O)cc2)c1` in SENP1 inh has 0
`O=C(CSc1nncs1)NC(=O)NC1CCCC1` in SENP7 block has 5
`O=C(NC(Cc1ccccc1)C(=O)N1CCCCCC1)c1ccccc1` (stereo unspecified) in SENP8 block-2 has 3

Screening results: PubChem BioAssay, Sanford-Burnham Center for Chemical Genomics
